OXTR potentiate: human OXTR potentiators, primary screen, fluorescence, CHO-OTR cells, Fluo-8 calcium. activation, % at 3 µM. Fluo-8 calcium fluorescence, potentiator mode; 0% = oxytocin EC15, 100% = EC100. actives 0.061% (n = 320,000);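 active means activation above that plate's cutoff, the mean activation of tested compounds plus 3 SD, cut at about 6.6% in these data, passing the limit was not always enough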;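 further: 100% uses oxytocin at 75 nM as the full agonist control; some results filed as inactive read as strong as hits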
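assay system = CHO-OTR cells, human receptor | schedule = compound 6 min at room temperature before oxytocin, 100 s read | detection = Fluo-8 intracellular calcium fluorescence, ex 470-495, em 515-575 nm | evaluation = normalized max/min fluorescence ratio, % activation | control set = EC15 oxytocin alone as 0%, 75 nM oxytocin (EC100) as 100%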
OXTR agonist: human OXTR agonists, primary screen, fluorescence, CHO-OTR cells, Fluo-8 calcium; Fluo-8 calcium fluorescence; normalized: DMSO 0%, oxytocin 100%; activation, % at 3 µM; actives 0.32% (n = 320,000);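 active means activation above the mean of all tested compounds plus 3 SD, cutoff set per screening run, cut at about 20% in these data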;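 further: peak over basal fluorescence ratio from a 100 s FLIPR kinetic read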
GPR7 antag: GPR7 receptor antagonists, primary screen, cell-based, fluorescence, single concentration; Neuropeptides B/W receptor type 1 (Homo sapiens), P48145; GPR7-expressing cells, fluorescence antagonist assay; inhibition, % at 4.4 µM; actives 1.1% (n = 290,000); AID 1861, 2009; in the data active means inhibition above about 16%, passing the limit was not always enough;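 further: cells stimulated with the agonist NPW; 0% = agonist with vehicle and 100% = vehicle without agonist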
Target sequence (P48145 whole entry, looked up): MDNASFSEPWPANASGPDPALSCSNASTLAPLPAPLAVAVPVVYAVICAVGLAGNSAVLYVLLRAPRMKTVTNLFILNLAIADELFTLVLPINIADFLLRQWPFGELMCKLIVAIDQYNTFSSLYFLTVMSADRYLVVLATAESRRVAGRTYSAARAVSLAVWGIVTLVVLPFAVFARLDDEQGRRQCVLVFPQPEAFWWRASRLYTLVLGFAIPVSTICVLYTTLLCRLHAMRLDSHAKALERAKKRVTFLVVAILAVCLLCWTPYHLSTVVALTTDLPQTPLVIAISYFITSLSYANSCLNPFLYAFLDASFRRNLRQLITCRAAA
V1R ag counter: agonists of human V1a receptor, primary screen, counter-screen for OXTR agonist project, fluorescence, CHO-V1R cells | Fluo-8 calcium fluorescence, agonist mode; 0% DMSO, 100% 3 nM vasopressin | actives 0.25% (n = 320,000) | AID 2797, 2010 | activation, % at 3 µM;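 active means activation above the mean activation of all tested compounds plus 3 SD, per screening run, cut at about 20% in these data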;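 further: signal is peak over basal fluorescence ratio across a 100 second FLIPR read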
Target sequence (P37288 whole entry, looked up): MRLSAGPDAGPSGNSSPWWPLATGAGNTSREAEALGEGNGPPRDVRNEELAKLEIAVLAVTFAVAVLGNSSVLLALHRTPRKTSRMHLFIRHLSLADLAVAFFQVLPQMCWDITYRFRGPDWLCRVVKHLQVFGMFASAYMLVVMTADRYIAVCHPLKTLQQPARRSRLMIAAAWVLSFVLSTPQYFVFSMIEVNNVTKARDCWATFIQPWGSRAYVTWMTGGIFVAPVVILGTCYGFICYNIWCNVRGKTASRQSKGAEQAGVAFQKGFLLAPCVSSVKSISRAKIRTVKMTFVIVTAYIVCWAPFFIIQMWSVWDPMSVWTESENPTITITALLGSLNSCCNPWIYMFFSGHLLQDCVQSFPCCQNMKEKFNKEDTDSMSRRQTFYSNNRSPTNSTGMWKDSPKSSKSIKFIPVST
M1 PAM parental: nonselective calcium activators in parental CHO-K1 cells, primary screen, counter-screen for M1 PAM project, cell-based, Fluo-8 calcium fluorescence, full deck, 1536-well | ATP EC20; 0% at ATP EC20, 100% at ATP max | activation, % at 3 µM | actives 0.02% (n = 360,000);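 active means activation above the run cutoff, the mean activation of all test compounds plus 3 SD, cut at about 40% in these data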;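 further: peak over basal fluorescence ratio in a 140 s read after ATP addition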
CHO parental Ca: ATP-evoked calcium signal inhibitors, parental CHO, primary screen, counter-screen for OX1R antagonist project, cell-based, fluorescence, Fluo-8 calcium dye; AID 463079, 2010; parental CHO-K1, ATP-induced calcium, Fluo-8 fluorescence; actives 0.63% (n = 330,000); inhibition, % at 5.6 µM;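 active means inhibition above that plate's mean sample inhibition plus 3 SD, cut at about 26% in these data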;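 further: 0% = ATP-challenged DMSO wells and 100% = DMSO wells without ATP; some compounds past the cut are filed as inactive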
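Assay system – parental CHO cells · Reagent – ATP stimulus · Detection – intracellular calcium via Fluo-8 no-wash fluorescent dye · Evaluation – percent inhibition of ATP-evoked calcium rise, normalized to controls · Controls – ATP wells versus no-ATP DMSO wells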
CHO-K1 Ca antag: nonselective inhibitor or artifact in parental CHO-K1 cells; ATP-induced calcium, Fluo-8 fluorescence; inhibition, % at 3 µM; actives 0.6% (n = 360,000); AID 602250;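 active means inhibition above a per-plate cutoff, the plate's mean sample inhibition plus 3 SD, cut at about 24% in these data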;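 further: 0% = DMSO plus EC80 ATP and 100% = DMSO alone without ATP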
M1 ag parental: counter-screen for M1 agonists: effect in parental CHO-K1 cells; Fluo-8 calcium fluorescence; scaled to maximal ATP response, vehicle zero; activation, % at 3 µM; actives 0.48% (n = 360,000); AID 602248, 2012; in the data active means activation above about 15%;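 further: untransfected CHO-K1 host cells lacking M1 receptor as counterscreen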
TAAR1 antag: human TAAR1 antagonists, primary screen, Fluo-8 calcium fluorescence, CHO RD-HGA16 cells; antagonist; inhibition, % at 3 µM; actives 1.5% (n = 360,000);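 active means inhibition above a per-plate cutoff, the mean inhibition of test compounds on that plate plus 3 SD, cut at about 49% in these data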;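 further: 0% = DMSO plus EC80 beta-PEA response and 100% = DMSO alone without agonist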
Target sequence (Q96RJ0 whole entry, looked up): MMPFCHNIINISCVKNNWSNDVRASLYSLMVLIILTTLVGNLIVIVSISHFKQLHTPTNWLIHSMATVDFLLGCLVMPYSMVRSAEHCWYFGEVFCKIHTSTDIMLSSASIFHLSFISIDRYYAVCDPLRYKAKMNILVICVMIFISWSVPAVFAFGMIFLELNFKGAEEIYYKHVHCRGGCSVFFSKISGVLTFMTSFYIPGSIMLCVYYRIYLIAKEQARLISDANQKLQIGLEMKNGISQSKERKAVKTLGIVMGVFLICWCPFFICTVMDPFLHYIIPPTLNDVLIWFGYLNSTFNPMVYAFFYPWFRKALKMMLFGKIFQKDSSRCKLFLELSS
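Material: RD-HGA16 CHO cells with stable hTAAR1 and Gα16; Dosing: single nominal final test compound concentration of 3 µM; Schedule: seeding 17-24 h prior, 75-min 37 °C, 30-min RT dye loading; Detection: kinetic Fluo-8 calcium fluorescence measurement; Measure: % inhibition from peak post-agonist over basal fluorescence ratio; Benchmarks: vehicle and agonist controls.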
An asterisk follows results filed as active; · = no result given; & = joins results of further samples. This is a random part of the collection; about 3.5% have a hit in one of these screens.

SMILES	OXTR potentiate	OXTR agonist	GPR7 antag	V1R ag counter	M1 PAM parental	CHO parental Ca	CHO-K1 Ca antag	M1 ag parental	TAAR1 antag
Cc1cccc(OCCCC(=O)Nc2nc3ccccc3[nH]2)c1	-10	-0.9	-10	1.1	5	-22	-10	1.6	-12
COc1ccc(N=C(N(C)C)P(=O)(N(C)C)N(C)C)cc1	-9	0.7	2	0.7	15&5	-5	-11&-9	0.7&0.4	-9&10
CCn1nc(C(=O)OCC(=O)N(CCC#N)c2ccccc2)c2ccccc2c1=O	-3	-0.9	·	0.7	13	-20	-16	1.6	6
CN(C)c1ccc(/C=C/c2cccc[n+]2[O-])cc1	2	0.9	-8	1.1	11	3	5	2.5	-6
CCOCCOC(=O)Cn1cnc2scc(-c3ccc(C)cc3)c2c1=O	-3	-2.0	-13	-0.7	7	-21	-4	0.2	8
Cc1cc(C)c(C#N)c(SCC(=O)Nc2c(C)n(C)n(-c3ccccc3)c2=O)n1	2	0.5	·	-1.3	16	-9	-12	0.1	12
Cn1nc(C(F)(F)F)c(C(=O)Nc2ccc(F)cc2F)c1Sc1ccc(C(F)(F)F)cc1	-5	1.4	-19	-0.1	-7	-16	-10	0.7	·
COc1ccc(NC(=O)/C(=C\c2cccnc2)NC(=O)c2cccs2)cc1	-3	-0.5	-1	-0.4	-7	-1	8	-0.2	7
Cc1ccc(NC(=O)/C(=C\c2cccnc2)NC(=O)c2ccco2)cc1	-9	-1.0	-4	0.9	23	7	-13	-0.1	-15
CC(C)OC(=O)CSc1nnc(-c2ccc(Cl)cc2Cl)n1N	0	-0.6	18	-1.3	17	-10	-14	0.6	5
COc1cccc(C(=O)NCCC2=CCCCC2)c1	-9	0.3	-10	-0.2	0	-16	-1	0.5	6
Cc1ccc(C(=O)Nc2cccc(NC(=O)c3cccs3)c2)c(C)c1	-14	-0.7	-8	1.1	11	-15	-8	1.5	3
CCCCOCP(=O)(CCCC)COCCCC	-9	1.5	0	-0.6	20	-1	-17	1.4	-16
CS(=O)(=O)n1nc(-c2ccc(Cl)cc2)nc1N	-3	-1.4	-9	-0.4	-4	-11	11	4.2	5
O=C(NN1C(=O)CSC1=S)C(=O)NN1C(=O)CSC1=S	0	1.1	0	-0.3	-11	-3	-13	1.2	-9

Single records, as listed above.
`COc1ccc(N=C(N(C)C)P(=O)(N(C)C)N(C)C)cc1` is listed with OXTR potentiate = -9; OXTR agonist = 0.7; GPR7 antag = 2; V1R ag counter = 0.7; M1 PAM parental = 15&5; CHO parental Ca = -5; CHO-K1 Ca antag = -11&-9; M1 ag parental = 0.7&0.4; TAAR1 antag = -9&10
`O=C(NN1C(=O)CSC1=S)C(=O)NN1C(=O)CSC1=S` is listed with OXTR potentiate = 0; OXTR agonist = 1.1; GPR7 antag = 0; V1R ag counter = -0.3; M1 PAM parental = -11; CHO parental Ca = -3; CHO-K1 Ca antag = -13; M1 ag parental = 1.2; TAAR1 antag = -9

The list continues:
SMILES	OXTR potentiate	OXTR agonist	GPR7 antag	V1R ag counter	M1 PAM parental	CHO parental Ca	CHO-K1 Ca antag	M1 ag parental	TAAR1 antag
COc1ccc(-n2cnc3cc(C(=O)NCC4CCCO4)ccc32)cc1 (stereo not drawn)	-7	-0.2	-10	-0.2	-19	-14	2	0.3	-2
Cn1c(O)c(/C=C2\C=Nc3ccccc32)sc1=Nc1ccc(C(=O)O)cc1	0	-0.5	-16	-0.1	-1	-2	-15	0.7	-2
Cc1noc(C)c1S(=O)(=O)N1CCCC(C(=O)Nc2ccc(Cl)cn2)C1 (stereo not drawn)	-8	-0.2	-13	0.6	-5	-19	13	-0.4	7
O=C(O)CSCc1cnn(-c2ccccc2)c1-n1cccc1	-7	-0.4	-6	-0.4	16	-2	-38	0.3	-14
COc1ccc(-c2ccnc(SCC(=O)c3ccc(OC)c(OC)c3)n2)cc1	1	-0.8	-5	-0.5	-6	-12	7	0.9	-28
O=C(NC1CCCCNC1=O)c1ccccc1 (stereo not drawn)	-1	1.2	-14	0.2	14	-24	-6	0.6	2
CCOC(=O)c1c(O)c2ccccc2n(C)c1=O	1	-0.4	3	0.6	18	-9	-17	0.2	1
COc1ccccc1C(=O)NC(=S)Nc1cccc2cc(O)ccc12	-7	2.6	-5	-0.9	-19	-12	11	1.3	26
CC(C)C[C@H](NC(=O)c1[nH]cnc1C(=O)N[C@@H](C)C(=O)OC(C)(C)C)C(=O)OCc1ccccc1	-10	-0.5	·	1.3	-7	-37	-1	-0.9	4
CCOc1cc(NC(=O)CCl)c(OCC)cc1NC(C)=O	-11	-0.9	-3	0.0	11	1	-2	0.1	-1
CCc1ccccc1NC(=O)CN(C)C(=O)COC(=O)c1cccnc1Cl	-2	1.0	·	0.0	-4	2	-13	0.4	-17
CC(C)c1nnc2n1N=C(c1ccc(Cl)cc1)CS2	·	·	-25	·	17	·	-7	0.1	-24
CCNC(=S)NNC(=O)c1csc(CC)c1	-14	-0.1	-5	0.1	-3	0	15	-0.1	-2
COc1ccccc1NC(=O)CSc1nnc(Cc2cccs2)n1C	-11	0.8	·	-0.1	7	-18	0	0.0	-16
O=C1S/C(=C\c2ccc(N3CCOCC3)o2)C(=O)N1Cc1ccc(F)cc1	-2	6.2	-4	4.2	7	-8	6	1.9	·
O=C(COc1ccc(S(=O)(=O)N2CCOCC2)cc1)NC1CCCCC1	-5	0.6	·	0.8	2	7	6	0.9	-4
CC1CCN(S(=O)(=O)c2cccc(S(=O)(=O)N3CCOCC3)c2)CC1	-5	0.7	18	3.2	-8	-10	21	1.0	7
COc1ccc(CSC2=NCCN2)cc1Br	-4	0.2	0	0.7	16	-8	-27	1.0	2
CCCCCn1c(=O)c(C(=O)OCC)c(Cl)c2ccccc21	3	-2.3	-23	0.5	-22	-37	22	-1.0	-33
Cc1ccc2nc(C(C)(C)C)c(Cc3ccsc3)n2c1	·	·	·	·	18	·	-7	0.4	3
CN1CCN(CCCC(=O)c2ccc(F)cc2)CC1	0	2.3	-1	0.3	14	7	-3	0.2	12
CCN(CC)CCC(C)OC(c1ccccc1)c1ccccc1 (stereo not drawn)	-2	2.4	-4	-0.6	3	-21	-7	0.1	-15
CCN(c1ccccc1)S(=O)(=O)c1ccc(C(=O)Nc2nnc(COC)o2)cc1	1	-0.5	-5	0.7	-6	-17	-4	-0.4	-4
CC(C)C1Oc2ccccc2N(CC(=O)N2CCOCC2)C1=O (stereo not drawn)	-2	11	-6	1.0	8	-3	-7	2.2	-17
O=C(NCCN1CCOCC1)C1CCCN(S(=O)(=O)c2ccc(F)cc2)C1 (stereo not drawn)	0	0.5	-24	-0.8	-7	-7	-2	0.3	-3
O=C(NC1CCCCCC1)c1c(O)c2ccccc2[nH]c1=O	4	0.8	-11	0.1	-8	-19	9	-0.5	-10
CCCOc1ccc(CN(CCC#N)C(=S)NC(=O)c2ccccc2)cc1	-4	-2.4	-2	-1.4	9	-11	2	4.1	-7
O=C(Nc1csc([N+](=O)[O-])c1)Nc1ccccc1Cl	-15	5.4	41*	8.4	-10	3	27*	16*	23
O=C(COc1ccc(-c2nnc(N3CCCCC3)c3ccccc23)cc1)N1CCCCC1	-14	-1.9	0	2.2	10	-36	13	1.0	5
CNc1cncc(-c2ccc(NS(C)(=O)=O)cc2)n1	·	·	·	·	23	·	-13	1.1	-9
Cc1cc(C)nc(/N=C(\N)Nc2cc([N+](=O)[O-])ccc2C)n1	-16	2.5	-3	5.5	-6	-11	-2	0.3	-11
COc1ccccc1CNCC(=O)Nc1ccccc1-n1cccc1	-7	-1.2	6	-0.4	0	-17	-12	1.4	-10
CC(C)NC(=O)N(C)C[C@@H]1OCc2cnnn2CCCC(=O)N([C@@H](C)CO)C[C@H]1C	·	·	·	·	11	·	-4	0.3	-19
CN1CCN(NC(=O)c2ccc(Cl)s2)CC1	-2	1.3	-5	-0.8	9	-12	-3	0.6	-30
Cc1cc(CSc2ccccc2)ccc1NC(=O)c1ccc(C)c([N+](=O)[O-])c1	-1	1.4	-6	1.5	12	-10	-7	0.0	25
CC(=O)c1c(C)nc2ccc(Cl)cn12	3	0.9	2	0.0	-7	-10	14	0.1	12
O=C(Nc1nccs1)c1ncc(Cl)c(Cl)c1Cl	-14	-1.6	-5	-1.4	8	-12	9	0.0	0
CCOC(=O)c1ccccc1NC(=O)COC(=O)CSC(C)C(=O)Nc1cc(C)on1 (stereo not drawn)	-7	-0.5	6	-0.6	8	-23	-6	1.0	-2
COc1ccc(NC(=O)NC2CCCc3ccccc32)cc1OC (stereo not drawn)	0	-0.3	-3	1.4	-6	-11	-2	1.9	-14
Cc1ccc(Sc2c([N+](=O)[O-])c(=O)n(C)c3ccccc23)cc1	-8	-1.3	3	-0.1	8	-3	-5	0.4	-18
NC(=O)c1ccccc1N/C=C/C(=O)c1ccc(Cl)cc1Cl	·	·	9	·	14	·	-5	0.3	12
CCNC(=S)NNC(=O)Cn1c(=O)c2c(ncn2CCOC)n(Cc2ccccc2)c1=O	-6	0.4	-7	0.1	16	-15	-10	1.6	5
CCCc1nnc(SCC(=O)Nc2ccc3c(c2)OCCO3)n1CCOC	-2	-0.6	1	-0.6	13	4	-13	0.2	-10
O=P(Cc1cccc2ccccc12)(c1ccccc1)c1ccccc1	·	·	·	·	0	·	-4	-0.7	-10
CCCCn1c(N)c(N(CC(C)C)C(=O)c2cccc(S(=O)(=O)N(CC)c3ccccc3)c2)c(=O)[nH]c1=O	·	·	·	·	1	·	-1	0.2	8
CC1CCN(C(=O)C2CCN(CCCc3ccccc3)CC2)CC1	-9	-0.8	-3	0.1	·	-31	·	·	·
C=CCn1c(CNC(=O)c2ccccc2F)nnc1SCC(=O)N1CCOCC1	-7	-0.2	-9	0.0	6	15	2	-0.1	-11
CSc1ccc(S(=O)(=O)NCC(=O)OCC(=O)NCC2CCCO2)cc1[N+](=O)[O-] (stereo not drawn)	-6	-0.2	·	-0.5	8	-13	6	9.6	1
Cc1nn(Cc2ccccc2Cl)c(Cl)c1/C=C/C(=O)OCC(=O)NC(N)=O	-3	1.2	-3	1.4	23	-6	-11	0.5	-1
Cc1ccc(Cn2c(SCCN3CCCCC3)nc3c2c(=O)[nH]c(=O)n3C)cc1	-2	3.1	-8	0.6	-4	-6	7	0.3	-21
COc1ccc(CNc2ncc(-c3ccccc3)n2C)c2ccccc12	-8	4.2	-2	2.0	11	-9	-10	1.4	-14
Nc1ccc(N2CCOCC2)c(Cl)c1	2	0.2	-4	1.1	18	-6	-1	-0.4	-7
O=C(COc1ccc(S(=O)(=O)N2CCCC2)cc1)NCc1cccnc1	-3	0.2	-8	-0.8	8	-9	-9	1.6	-8

Bioassay records (PubChem BioAssay)
